KB-3-1 tox: kills parental KB-3-1 adenocarcinoma cells; KB-3-1 viability, CellTiter-Glo ATP luminescence, 72 h; 400,000 compounds, 1.4% hits; Potency, µM (doses to about 46.1 µM), for the others: at the top dose activity change, negative = cytotoxic, most hits filed as cytotoxic; AID 1347075; also: potency is read from the fitted curve at half-maximal effect; % is scaled to controls: 0 for no effect and ±100 for the full control effect; nearly all actives have a fitted effect of over 60% in size
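Luminescent ATP read-out (CellTiter-Glo) measures survival of drug-naive KB-3-1 cells after 72 h compound exposure at 37 °C. Titration series was screened from lowest to highest concentration, with DMSO vehicle plates as background controls.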
MCF10A rereplic: DNA re-replication induction in MCF 10a cells; 350,000 compounds, 2.9% hits; AID 624296; Potency, µM (top dose mostly 46.1 µM), inactives show top-dose activity, positive = re-replication, usual class: activators; MCF 10A DNA re-replication, Hoechst nuclear intensity, 48 h; also: potency is read from the fitted curve at half-maximal effect; % of control where 0% means no effect; nearly all actives have a fitted effect of over 50% in size
IL1B secr inh: inhibitors of inflammasome signaling (IL-1 beta secretion) | THP-1 LPS/ATP IL-1B secretion, AlphaLISA, 16 h; stronger effect = lower value | activity change, % at 57.5 µM | 360,000 compounds, 4.7% hits; in the data active = activity change below about -50%; inconclusive = mostly about -30% to -49%; also: % is scaled to controls: 0 for no effect and ±100 for the full control effect
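THP-1 cells pretreated 1 hr with compounds (up to 57.5 uM final), then stimulated with LPS (250 ng/mL final) plus ATP (1.25 mM final); secreted IL-1B measured by AlphaLISA after 16 hr, decreased signal indicating inhibition.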
HT1080-NT tox: kills 2HG-producing HT-1080-NT fibrosarcoma cells. HT-1080-NT fibrosarcoma viability, CellTiter-Glo ATP luminescence, 48 h. 360,000 compounds, 1.6% hits. Potency, µM (top dose mostly 46.1 µM), for the others: at the top dose activity, negative = less viability, hits mostly cytotoxic;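 also: NT is the 2HG producing partner of a matched IDH1 knockdown line; potency is read from the fitted curve at half-maximal effect; 0% = DMSO-treated cells and -100% = media-only wells without cells; nearly all actives have a fitted effect of over 55% in size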
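HT-1080-NT fibrosarcoma cells (2HG-overproducing), 750 cells/well in RPMI with 5% FBS, dosed after 2 h and incubated 48 h at 37C. CellTiter-Glo luminescence normalized to DMSO and no-cell wells; concentration-response curves fitted and classed.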
SW480 rereplic: inducers of DNA re-replication in SW480 colon cancer cells; SW480 DNA re-replication, Hoechst DNA content imaging, 48 h; Potency, µM (series often up to 46.1 µM), for the others: at the highest dose re-replication activation, hits mostly activators; 340,000 compounds, 1.8% hits; AID 624297; also: potency is read from the fitted curve at half-maximal effect; % of control where 0% means no effect; nearly all actives have a fitted effect of over 55% in size
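Image-based DNA-content assay: after two days of treatment, nuclei were labelled with the DNA dye Hoechst and imaged, and hits were compounds raising the count of nuclei showing high fluorescence intensity.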
KB-V1 cytotox: KB-V1 MDR subline cytotoxicity; KB-V1 MDR cells viability, CellTiter-Glo, 72 h; Potency, µM (titrated, usually from 46.1 µM), without a hit: at the highest dose activity change, negative = cytotoxicity, hits mostly cytotoxic; 400,000 compounds, 3.4% hits; also: potency is read from the fitted curve at half-maximal effect; % is scaled to controls: 0 for no effect and ±100 for the full control effect; nearly all actives have a fitted effect of over 60% in size
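Potencies derive from concentration-effect curves fitted to normalized luminescence (CellTiter-Glo) of KB-V1 cells treated for 72 h at 37 degrees C in phenol-red-free DMEM containing 10% FBS.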
ATXN2 expr inh: reduces ATXN2 reporter expression in HEK-293 cells | HEK-293 ATXN2-luciferase reporter, luminescence, 24 h | Potency, µM (doses to about 57 µM), for inactives: at the top dose activity change, negative = inhibition, most hits filed as inhibitors | 360,000 compounds, 0.72% hits; also: potency is read from the fitted curve at half-maximal effect; % is scaled to controls: 0 for no effect and ±100 for the full control effect; nearly all actives have a fitted effect of over 55% in size
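ATXN2-luciferase reporter cells (luciferase flanked by upstream and downstream ATXN2 gene portions) were treated 24 h at 37 °C with compounds at up to 57 uM. SteadyGlo luminescence gave expression; GF-AFC fluorescence gave viability.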
HT1080 IDH1KD tx: HT-1080 IDH1 knockdown cell toxicity (counter line). HT-1080 IDH1 knockdown viability, ATP luminescence, 48 h. Potency, µM (highest dose often 46.1 µM), for inactives: at the top dose activity, negative = toxicity, actives largely listed as cytotoxic. 360,000 compounds, 2% hits;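 also: potency is read from the fitted curve at half-maximal effect; 0% = DMSO wells and -100% = cell-free medium wells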
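% activity derives from luminescence (CellTiter-Glo), normalised to DMSO and no-cell wells. HT-1080-IDH1KD cells, 750/well, had 48 h compound exposure at 37 °C.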
S2 tox: reduces viability in counter-screen for ATXN expression inhibitors; S2 cells (HEK-293 line with an ATXN2-luciferase reporter) viability, CellTiter-Fluor protease fluorescence, 24 h; Potency, µM (top dose mostly 56.7 µM), most hits filed as cytotoxic; 400,000 compounds, 0.49% hits; AID 651635; also: potency is read from the fitted curve at half-maximal effect; nearly all actives have a fitted effect of over 40% in size
Numbers without * were called inactive; i = inactive; u = inconclusive; x = no result given; [ ] = another dose, or the depositor's remark. Unless noted, calls follow the shape of the dose curve; as a rule, active = well fitted curve in the direction sought with a large enough effect; inconclusive = small, poorly fitted or top-dose-only effect, or another doubt; inactive = no such curve, though single readings can be large; an effect the other way counts as inactive or inconclusive.

No.	Compound	MCF10A rereplic	SW480 rereplic	HT1080-NT tox	KB-V1 cytotox	KB-3-1 tox	IL1B secr inh	S2 tox	ATXN2 expr inh	HT1080 IDH1KD tx
1	COc1cc(OC)c2c(OC)cccc2n1	4%	-84%[inhibitor]	-2%	-10%	-2%	-1	x	6%	3%
2	COc1ccc(-c2n[nH]c(=S)n2-c2ccc3c(c2)OCCO3)cc1	-2%	-2%	2%	8%	-4%	17	u	x	3%
3	COc1ccc(NC(C)C(=O)Nc2cc(C(F)(F)F)ccc2N2CCOCC2)c(OC)c1 (stereo unspecified)	9%	7%	-20%	u	-4%	-24	i	x	-20%
4	Nc1nc(CN2CCN(c3ccccc3)CC2)nc(N2CCCc3ccccc32)n1	u	-1%	-25%	u	5%	-12	i	9%	-9%
5	C/C(=N\NC(=O)CNC(=O)c1ccc2c(c1)OCCO2)c1ccco1	3%	-15%	8%	2%	10%	15	u	-15%	11%
6	O=C(NC1CCCCC1)c1cccnc1C(=O)O	1%	-12%	8%	22%	7%	20	i	0%	-1%
7	O=C1CCN(Cc2ccc(Br)cc2)CCN1[C@H](CO)Cc1ccccc1	-22%	-10%	6%	u	u	-2	i	-10%	0%
8	CN(C)S(=O)(=O)c1ccc(N2CCCC2)c(C(=O)NCc2ccc(Cl)cc2)c1	4%	22%	-16%	u	-2%	u	i	6%	-1%

Profiles, looked up by structure:
Profile of COc1cc(OC)c2c(OC)cccc2n1 → MCF10A rereplic: 4%; SW480 rereplic: -84%[inhibitor]; HT1080-NT tox: -2%; KB-V1 cytotox: -10%; KB-3-1 tox: -2%; IL1B secr inh: -1; S2 tox: x; ATXN2 expr inh: 6%; HT1080 IDH1KD tx: 3%
Profile of COc1ccc(NC(C)C(=O)Nc2cc(C(F)(F)F)ccc2N2CCOCC2)c(OC)c1 (stereo unspecified) → MCF10A rereplic: 9%; SW480 rereplic: 7%; HT1080-NT tox: -20%; KB-V1 cytotox: u; KB-3-1 tox: -4%; IL1B secr inh: -24; S2 tox: i; ATXN2 expr inh: x; HT1080 IDH1KD tx: -20%

The listing continues:
No.	Compound	MCF10A rereplic	SW480 rereplic	HT1080-NT tox	KB-V1 cytotox	KB-3-1 tox	IL1B secr inh	S2 tox	ATXN2 expr inh	HT1080 IDH1KD tx
9	O=C(c1ccccc1)N1CCC(c2nc3c(nnn3Cc3ccccc3Cl)c(=O)[nH]2)CC1	-2%	-1%	u	6%	2%	-17	i	-2%	u
10	O=CNCc1nc2ccccc2n1CCCc1ccccc1	-1%	4%	-4%	0%	-5%	12	i	x	0%
11	CCN(CC)S(=O)(=O)c1ccc2c(c1)c(=O)c(C(=O)NCc1ccc(Cl)cc1)cn2C	x	x	x	-11%	16%	x	i	-1%	x
12	O=S(=O)(/N=C(/Nc1cccc2ccccc12)c1ccccc1)c1ccc(Br)cc1	-3%	-12%	-14%	-6%	15%	-1	i	12%	-2%
13	Clc1ccc(C#Cc2cccnc2)cc1	-2%	0%	25%	u	20%	23	i	22%	21%
14	O=C(COC(=O)CCc1c[nH]c(=O)[nH]1)Nc1cccc(Cl)c1	-6%	-1%	7%	-16%	1%	14	i	5%	-3%
15	O=C(CSc1nc(-c2cccc(F)c2)[nH]c1-c1ccccc1)Nc1ccc2c(c1)OCO2	x	x	x	u	2%	x	u	u	x
16	O=C(Nc1ccc(F)cc1)N1CCN(c2ncccn2)CC1	-2%	-4%	15%	-10%	-5%	-6	i	x	0%
17	CCOC(=O)c1cn(CC(=O)Nc2cccc(F)c2)nn1	-3%	-9%	12%	9%	3%	34	i	-4%	15%
18	COc1cccc(Oc2ccc(S(=O)(=O)N3CCCC3)cc2[N+](=O)[O-])c1	0%	3%	-5%	-12%	-6%	u	i	-6%	-1%
19	Cc1ccc(C)c(NC(=O)N2CCc3ccccc3C2)c1	-14%	-11%	9%	-4%	11%	u	i	8%	15%
20	COc1ccc(N2CCN(C(=O)c3sc4ncn(CC(=O)N5CCCCC5C)c(=O)c4c3C)CC2)cc1 (stereo unspecified)	19%	-34%[inhibitor]	-2%	u	-18%	3	i	-22%	-9%
21	Cc1ccc(C2=NS(=O)(=O)N(C)C(C(=O)NCc3ccc4c(c3)OCO4)=C2)cc1	18%	-12%	0%	-6%	11%	-4	i	-5%	-2%
22	Cc1cc(C)n(-c2nc3ccccc3nc2N2CCCC2)n1	0%	-10%	14%	13µM*	-17%	11	i	14%	0%
23	COCCNc1nc(-c2ccccc2)nc2c1oc1ccccc12	1%	1%	-1%	-19%	-1%	-5	u	-20%	-10%
24	CCCNC(=O)c1cccc(COCC(F)(F)C(F)F)c1	u	u	8%	1%	16%	0	i	-13%	2%
25	CCCC(C(=O)NC1CCCC1)N(C(=O)Cn1nnc(-c2ccc(C)o2)n1)c1ccccc1F (stereo unspecified)	0%	23%	-9%	-1%	u	-1	i	-1%	-2%
26	CCN(c1ccccc1)S(=O)(=O)c1nnc(NC(=O)c2ccco2)s1	-6%	-1%	-1%	-18%	-3%	-8	i	-9%	-12%
27	C=CCCC(=O)Nc1nc(C)c(-c2csc(Nc3cc(Cl)ccc3OC)n2)s1	-1%	-13%	-9%	u	u	-3	u	-26%	u
28	CCC(C(=O)NC1CCCC1)n1c(SCc2cccc(C)c2)nc2ccncc21 (stereo unspecified)	0%	1%	-2%	-1%	-26%	-20	u	-14%	1%
29	Cc1cc(/C=C\c2ccc3cc(N(C)C)ccc3[n+]2C)c(C)n1-c1ccccc1	-3%	-8%	0.92µM*	u	4.6µM*	-113*	4µM*	1µM*	1.5µM*
30	COC(=O)c1ccc(C2NC(=O)NC(C)=C2C(=O)N(C)C)cc1 (stereo unspecified)	4%	11%	13%	2%	-1%	-8	i	-1%	11%
31	Cc1c(C#N)sc2nc(-c3ccccc3)nc(N3CCCC3)c12	-2%	-8%	6%	-5%	14%	29	i	-5%	0%[9.24 µM]
32	O=C(CSc1n[nH]c(=O)n1C1CC1)Nc1ccc(OC(F)(F)F)cc1	4%	-2%	2%	-5%	-21%	-10	i	-20%	-1%
33	COc1cc(C(=C(CC(=O)O)C(=O)O)c2ccc3c(c2)OCO3)cc(OC)c1OC	-4%	-4%	2%	4%	22%	10	i	9%	1%
34	Cc1cc(OCCN2CCCC2)ccc1C(C)C	4%	-2%	-3%	19%	-4%	0	i	7%	4%
35	CCCOc1ccc(/C=N/Nc2cccc([N+](=O)[O-])c2)c(O)c1	u	10%	15µM*	-10%	u	-96*	x	28%	13µM*
36	CCOc1ccccc1NC(=O)Cc1coc2ccc(C)cc12	-21%	-5%[1.84 µM]	6%	-4%	-8%	28	i	-12%	9%
37	CNS(=O)(=O)c1ccc(NC(=O)c2ccccn2)cc1	-8%	-13%	-1%	-30%	-19%	-4	i	15%	18%
38	Cc1cccc(CCNS(=O)(=O)c2ccc(S(=O)(=O)N3CCC(C)CC3)cc2)c1	u	u	17%	u	3%	-11	i	-17%	6%
39	Cc1ccc(/C=N/c2sc(Cc3ccccc3)c(C)c2C(N)=O)o1	u	-442%[inhibitor]	u	u	u	-4	i	-11%	-20%
40	O=C(CCCOc1ccc(Br)cc1)Nc1nnc(C2CC2)s1	4%	1%	-1%	u	1%	0	i	-11%	-2%

Of the compounds above, 3 have two or more sulfur atoms.
No.	Compound	MCF10A rereplic	SW480 rereplic	HT1080-NT tox	KB-V1 cytotox	KB-3-1 tox	IL1B secr inh	S2 tox	ATXN2 expr inh	HT1080 IDH1KD tx
26	CCN(c1ccccc1)S(=O)(=O)c1nnc(NC(=O)c2ccco2)s1	-6%	-1%	-1%	-18%	-3%	-8	i	-9%	-12%
27	C=CCCC(=O)Nc1nc(C)c(-c2csc(Nc3cc(Cl)ccc3OC)n2)s1	-1%	-13%	-9%	u	u	-3	u	-26%	u
38	Cc1cccc(CCNS(=O)(=O)c2ccc(S(=O)(=O)N3CCC(C)CC3)cc2)c1	u	u	17%	u	3%	-11	i	-17%	6%

Additional compounds follow:
No.	Compound	MCF10A rereplic	SW480 rereplic	HT1080-NT tox	KB-V1 cytotox	KB-3-1 tox	IL1B secr inh	S2 tox	ATXN2 expr inh	HT1080 IDH1KD tx
41	CCn1cc(C(=O)NCc2ccccc2)c(=O)c2cc(S(=O)(=O)N3CCc4ccccc4C3)ccc21	x	x	x	-17%	6%	x	i	-2%	x
42	c1ccc(-c2csc3ncnc(NCC4COc5ccccc5O4)c23)cc1 (stereo unspecified)	26µM*	2%	-18%	23µM*	1.6µM*	-4	u	u	-24%
43	O=C(CSc1nnc(NC2CC2)s1)c1ccc[nH]1	0%	-4%	1%	33%	-2%	14	u	-2%	7%
44	Cc1c(Cl)c(-c2n[nH]c(=S)n2-c2ccc(F)cc2)nn1C	-4%	2%	10%	8%	1%	-17	i	10%	12%
45	Cc1ccc(CCNCc2c(C(=O)O)c(C)n(-c3ccccc3)c2C)cc1	6%	-4%	-3%	22%	6%	1	i	4%	7%
46	COCCNC(=O)Nc1cc(C(=O)NCc2ccc(C(C)C)cc2)ccc1N1CCCC1	x	x	x	-12%	-15%	x	u	13%	x
47	CCCCN1CC(N2CCCCC2)CS1(=O)=O (stereo unspecified)	x	x	3%	17%	0%	-2	i	7%	4%
48	Cc1cc2nc(-c3cccc(NC(=O)C(C)C)c3C)oc2cc1C	x	x	x	16%	5%	x	i	19%	x
49	Cc1nc2ccccc2c(=O)n1NC(=O)C1CCC(C(C)(C)C)CC1 (stereo unspecified)	u	u	14%	-2%	5%	35	i	-15%	2%
50	CC(=O)NC(O)C(=O)c1ccco1 (stereo unspecified)	1%	1%	-2%	15%	4%	-2	i	2%	9%
51	COc1ccc(Nc2nc(N3CCCC3)nc(N3CCOCC3)n2)cc1	6%	18%	x	28%	5%	x	i	-19%	x
52	CC1CN(S(=O)(=O)c2ccc(C(=O)NC3CCCCC3)cc2)CC(C)O1 (stereo unspecified)	9%	-11%	-2%	u	-22%	26	i	-5%	-6%
53	O=C(O)C1CCN(S(=O)(=O)c2cccc3nonc23)CC1	-7%	18%	10%	u	4%	-2	i	-7%	6%
